# CHOP inhibitor – inhibitors of CHOP induction in ER stress response; hit rate 3.8% among 220,000; inhibition, % at 10 µM; CHO-K1 CHOP-promoter luciferase, tunicamycin-induced, 15-18 h;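 active = compounds that reduced the stress-induced luciferase reporter signal by more than about 70% of percent inhibition, limit read from the data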;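 note: 0% = tunicamycin plus vehicle and 100% = wells without tunicamycin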
# NPY1 pot ag – potentiates or activates human NPY-Y1 receptor; P25929; activation, % at 3.6 µM; hit rate 0.37% among 220,000; NPY-Y1 expressing cells, potentiator/agonist activation; in the data active = activation above about 33%, passing the limit was not always enough;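 note: cells stimulated with NPY at EC10 then isoproterenol at EC100; 0% = low agonist plus stimulus and 100% = saturating agonist plus stimulus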
# Target sequence (P25929 whole entry, looked up): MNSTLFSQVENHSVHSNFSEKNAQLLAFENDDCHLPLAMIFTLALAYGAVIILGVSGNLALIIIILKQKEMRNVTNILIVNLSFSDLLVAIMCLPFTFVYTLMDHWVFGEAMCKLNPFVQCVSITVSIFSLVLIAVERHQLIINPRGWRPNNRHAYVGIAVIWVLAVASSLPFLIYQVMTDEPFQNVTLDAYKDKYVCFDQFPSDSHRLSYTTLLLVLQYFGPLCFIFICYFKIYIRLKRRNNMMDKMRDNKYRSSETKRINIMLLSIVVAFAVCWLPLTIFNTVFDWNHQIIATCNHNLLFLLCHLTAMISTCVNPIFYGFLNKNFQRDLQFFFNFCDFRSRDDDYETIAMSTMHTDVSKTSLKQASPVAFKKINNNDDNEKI
# NCF1 inh – inhibitors of human p47phox binding; hit rate 0.53% among 220,000; p47phox/p22phox peptide binding, fluorescence polarization, 2 h; P14598; inhibition, % at 24.7 µM;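 active = inhibition above about 30%, limit read from the data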;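 note: 0% = p47phox with labelled peptide and 100% = labelled peptide alone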
# NPY-Y1 antag – blocks the human neuropeptide Y Y1 receptor; hit rate 1% among 200,000; HEK293-CNG Y1 cells, membrane potential fluorescence; NPY at EC95, then isoproterenol; inhibition, % at 3.6 µM;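 active = inhibition above the campaign mean inhibition of all tested compounds plus 3 SD, cut at about 20% in these data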;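 note: 0% = DMSO wells given NPY plus isoproterenol and 100% = isoproterenol alone without NPY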
#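 material = HEK293 cells with Y1 receptor plus CNG channel | also added = NPY 25 nM then isoproterenol 1 µM plus Ro 20-1724 25 µM | schedule = dye 3 h, compound 60 min room temperature, stimulation 45 min | measured by = membrane potential fluorescence | benchmarks = high control isoproterenol alone, low control NPY with isoproterenol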
# BaF3 parental – reduces parental Ba/F3 cell viability, JAK2V617F counter-screen. CellTiter-Glo ATP luminescence. inhibition, % at 5.6 µM. hit rate 1.1% among 220,000. AID 1486;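 active = inhibition above a per-campaign cutoff, the mean inhibition of all tested compounds plus 3 SD, cut at about 27% in these data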;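 note: 0% = DMSO wells and 100% = JAK Inhibitor I control wells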
# NPY-Y2 PAM-ag – human NPY-Y2 potentiation or agonism, primary screen; P49146; cells expressing NPY-Y2, potentiator/agonist read-out; activation, % at 3.6 µM; hit rate 0.45% among 220,000; in the data active = activation above about 27%;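 note: cells stimulated with NPY near EC25 plus isoproterenol at EC100; 0% = vehicle plus submaximal agonist and 100% = vehicle plus saturating agonist; some results beyond the cut were filed as inactive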
# Target sequence (P49146 whole entry, looked up): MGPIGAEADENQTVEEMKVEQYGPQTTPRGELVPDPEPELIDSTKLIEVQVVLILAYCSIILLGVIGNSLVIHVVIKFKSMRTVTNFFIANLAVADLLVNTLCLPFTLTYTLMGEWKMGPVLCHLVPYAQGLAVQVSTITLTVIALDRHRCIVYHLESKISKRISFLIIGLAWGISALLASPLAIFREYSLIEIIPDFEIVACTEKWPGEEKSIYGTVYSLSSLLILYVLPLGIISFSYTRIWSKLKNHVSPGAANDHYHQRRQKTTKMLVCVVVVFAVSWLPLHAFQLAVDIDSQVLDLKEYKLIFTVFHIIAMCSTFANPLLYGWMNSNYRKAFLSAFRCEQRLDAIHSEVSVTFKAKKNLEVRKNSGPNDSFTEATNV
# S1P4 ag – human S1P4 receptor agonism; hit rate 0.35% among 220,000; O95977; S1P4-expressing cell line, agonist reporter assay; activation, % at 4.98 µM; in the data active = activation above about 11%;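 note: 0% = DMSO vehicle and 100% = reference agonist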
# S1P4 antagonist – blocks the human S1P4 receptor; O95977; S1P4-expressing cells, antagonist mode, reporter read-out; inhibition, % at 4.98 µM; hit rate 0.26% among 220,000; in the data active = inhibition above about 29%;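 note: 0% = wells stimulated with agonist and 100% = vehicle wells without agonist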
# Ba/F3 V617F tox – lowers viability of Ba/F3 cells expressing EpoR and JAK2V617F. ATP luminescence. inhibition, % at 5.6 µM. hit rate 1.1% among 220,000. AID 1446;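 active = inhibition above the campaign mean plus 3 SD over all tested compounds, cut at about 24% in these data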;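 note: cytokine-independent growth of Ba/F3 cells driven by EpoR plus mutant JAK2; 0% = DMSO-treated cells and 100% = JAK inhibitor I control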
# An asterisk follows results filed as active; . = no result given. Compounds as they come; about 7.1% have a hit in one of these screens.
entry	molecule	CHOP inhibitor	NPY1 pot ag	NCF1 inh	NPY-Y1 antag	BaF3 parental	NPY-Y2 PAM-ag	S1P4 ag	S1P4 antagonist	Ba/F3 V617F tox
1	CSc1cc(-c2ccc(Cl)cc2)c(C(=O)N2CCCC2)s1	31	8	8	3	7	2	-2.6	11	0
2	Cn1nnnc1SCC(=O)Nc1cc(S(=O)(=O)N2CCCC2)ccc1Cl	0	2	4	5	3	9	0.8	-17	1
3	O=C(O)CC(Cc1ccccc1)C(=O)Nc1ccc([N+](=O)[O-])cc1 (stereo not given)	-6	-31	-8	3	3	-15	-0.1	-22	-2
4	COc1ccc(CC(=O)NC(C)(C)CC(C)=O)cc1OC	-9	9	11	-1	-1	2	-0.1	-5	-4
5	COc1cc(/C=C2\SC(c3ccc(C)cc3)=NC2=O)ccc1O	86*	25	-11	3	4	-1	1.6	-16	-1
6	Cc1ccc(Cl)cc1NC(=S)N(CCN(C)C)C(C)c1ccccn1 (stereo not given)	-6	3	3	-2	2	-5	-0.1	-13	2
7	Nc1ccc2c(c1)C/C(=C/c1ccco1)C2=O	19	23	-24	-2	4	7	-0.7	-5	-1
8	COc1ccc(C(C(=O)NC2CCCCC2)N(C(=O)Cc2c[nH]c3ccccc23)c2ccc(NC(C)=O)cc2)cc1OC (stereo not given)	22	17	-10	-7	5	6	0.6	-2	-2
9	Cc1ccccc1N(CC(=O)NCc1ccc2c(c1)OCO2)C(=O)CCC(=O)Nc1ccccn1	19	-15	-5	1	11	3	-0.4	10	5
10	Cc1cccc(-c2nc(CSCC(=O)NCCCN3CCOCC3)c(C)o2)c1	12	6	-12	1	1	-7	-1.4	3	-4
11	Nc1nc(Nc2cccc(F)c2)nc2ccccc12	21	42*	-30	-3	5	43*	0.3	-7	-1
12	CC(C)Cc1nnc(NC(=O)c2cc3c(s2)CCC3)s1	85*	22	-23	.	2	-30	0.5	3	-3
13	Cc1cc(C(=O)NC2CCCc3ccccc32)no1 (stereo not given)	4	8	-12	-5	6	9	0.5	-11	2
14	CCCCOC(=O)Nc1sc2nc(C)cc(C)c2c1-n1cccc1	62	-6	-12	2	2	-1	0.1	-7	1
15	N#Cc1ccccc1NC(=O)Nc1ccccc1	16	8	0	-4	0	5	0.2	3	-3
16	COc1ccc(N2C(=O)C3CCCN3C2=O)cc1 (stereo not given)	13	-11	-7	-1	5	-11	3.2	0	0
17	CC1=NN(C(=O)CCc2ccccc2)C(O)(c2ccncc2)C1 (stereo not given)	-5	14	-5	6	1	9	-0.4	19	-2
18	O=C(CCCCCN1C(=O)c2ccccc2C1=O)Nc1ccc(F)cc1	22	-28	2	3	1	-21	-1.3	-9	-4
19	O=S(=O)(NC1CCCCC1)c1ccc(S(=O)(=O)N2CCN3CCCC3C2)cc1 (stereo not given)	17	11	-8	-4	1	16	1.2	-17	-3
20	Clc1cccc(Cl)c1/C=N\Nc1nccs1	-28	-6	-6	-6	0	6	-0.8	-10	-3
21	Cc1ccc(CN2CCNC2=O)cc1	12	2	-12	4	2	-8	0.5	-26	4
22	c1ccc(-c2ncc3ccccn23)cc1	-8	-16	-29	.	-3	-9	-0.1	-3	3
23	CCn1nnnc1SCC(=O)Nc1cc(OC)cc(OC)c1	-19	-4	-9	-2	6	3	1.0	2	-2
24	COc1ccc(NC(=O)CSc2nc(N)c(NC(=O)c3cccs3)c(=O)[nH]2)cc1	18	14	-2	.	0	-4	-1.1	3	-1
25	Cc1cc([N+](=O)[O-])ccc1NC(=O)CN1C2CCC1CC(NC(=O)NC13CC4CC(CC(C4)C1)C3)C2 (stereo not given)	42	6	-5	-7	9	-2	-0.1	-2	-1
26	CCCS(=O)(=O)N1CCC(C(=O)NCCN(C)Cc2ccccc2)CC1	-12	22	-6	3	6	5	0.6	-13	0
27	CCOC(=O)c1c(-c2cccc([N+](=O)[O-])c2)csc1N	34	9	-5	1	1	-19	1.4	-16	-1
28	CCc1nnc(NC(=O)CN2CCN(c3ccc(Cl)cc3)CC2)s1	.	-20	.	5	5	-1	0.8	-6	1
29	CCn1c(SCC(=O)Nc2ccc(OC)cc2OC)nc2nc3c(cc2c1=O)COC(C)(C)C3	3	-7	-6	.	-3	-4	0.3	6	-1
30	COC(=O)c1c(NC(=O)C2CCC2)sc(C(=O)N(C)C)c1C	23	-1	-10	-4	1	11	1.9	-15	-3

# Whole records, looked up by structure:
# Shown for `COc1ccc(NC(=O)CSc2nc(N)c(NC(=O)c3cccs3)c(=O)[nH]2)cc1` → CHOP inhibitor = 18; NPY1 pot ag = 14; NCF1 inh = -2; NPY-Y1 antag = .; BaF3 parental = 0; NPY-Y2 PAM-ag = -4; S1P4 ag = -1.1; S1P4 antagonist = 3; Ba/F3 V617F tox = -1
# Shown for `CCCCOC(=O)Nc1sc2nc(C)cc(C)c2c1-n1cccc1` → CHOP inhibitor = 62; NPY1 pot ag = -6; NCF1 inh = -12; NPY-Y1 antag = 2; BaF3 parental = 2; NPY-Y2 PAM-ag = -1; S1P4 ag = 0.1; S1P4 antagonist = -7; Ba/F3 V617F tox = 1

# Next records:
entry	molecule	CHOP inhibitor	NPY1 pot ag	NCF1 inh	NPY-Y1 antag	BaF3 parental	NPY-Y2 PAM-ag	S1P4 ag	S1P4 antagonist	Ba/F3 V617F tox
31	CCN(CC)S(=O)(=O)c1ccc2c(c1)nc(CCC(=O)OCC(=O)N1CCc3ccccc31)n2C	0	5	-18	-5	1	-1	-1.6	-10	-5
32	O=C(CCC(=O)OCCCC(F)(F)C(F)(F)F)Nc1ccc(Cl)cc1Cl	80*	0	-10	7	4	-14	-2.4	0	1
33	O=C1c2ccccc2C(=O)N1c1ccccc1S(=O)C(F)(F)F (stereo not given)	13	-6	-10	21*	7	-1	0.3	-6	0
34	COc1ccc(/C=N/Nc2nccnc2Cl)cc1	72*	-12	-14	0	8	7	0.4	0	5
35	COc1ccc(/C(C)=N/NC(=O)c2ccc(N(C)C)cc2)cc1	24	15	-7	3	5	-15	-0.6	-7	0
36	O=C(CNC(=O)c1ccccc1Cl)OC1CCOC1=O (stereo not given)	9	-13	-23	5	6	6	-0.3	4	0
37	O=C(Nc1nc(-c2cc3ccccc3oc2=O)cs1)c1ccc(Br)o1	46	-21	-13	2	2	12	0.5	-20	-2
38	COc1ccc(Cc2nnc(SCC(=O)N3CCCCC3)o2)cc1	-17	5	-13	3	8	-12	-0.2	-41	-3
39	c1ccc(-c2noc(-c3ccc4ccccc4c3)n2)nc1	93*	3	-29	-3	6	-13	-1.2	-14	2
40	O=C(NNc1ccccc1[N+](=O)[O-])Nc1ccc(Cl)c(Cl)c1	101*	24	0	-1	-2	14	0.3	-16	-4
41	COc1ccc(-c2cc(=O)c3cc(O)ccc3o2)cc1	27	-14	-11	1	-3	-5	1.3	0	1
42	COc1ccc(/C(O)=C2/C(=O)C(=O)N(CCN3CCOCC3)C2c2ccccn2)cc1OC (stereo not given)	5	-2	-25	6	1	16	-1.5	-5	-6
43	CCC(CC)C(=O)OCC(=O)Nc1cccc([N+](=O)[O-])c1	25	-3	-5	-4	6	1	1.7	-23	0
44	Cc1cccc(N2CCN(Cc3nc(CC4CC4)no3)CC2)n1	-6	9	-7	0	-2	4	-0.9	-6	-2
45	O=C(O)/C=C/C(=O)N1CCN(S(=O)(=O)c2cccc(C(F)(F)F)c2)CC1	-10	-9	-11	0	4	6	2.2	-9	-6
46	O=C(c1ccc(OC2CCN(C(=O)c3cccnc3)CC2)cc1)N1CCCCCC1	10	7	-2	-2	4	-8	-1.3	-18	1
47	CC(=O)Nc1ccc(NC(=O)c2ccc(NS(=O)(=O)c3cc(C(C)(C)C)cc(C)c3C)cc2)cc1	76*	13	-100	-7	3	5	-0.3	-17	-1
48	Oc1c(CN2CCOCC2)ccc2ccccc12	8	19	-162	0	6	3	0.1	0	0
49	COc1ccc(-n2c(Cn3c(=O)sc4ccccc43)nnc2SCC(N)=O)cc1	8	0	7	8	9	11	0.7	-28	-3
50	CCn1ccnc1CN1CCN(CC=C(C)C)C(CCO)C1 (stereo not given)	7	5	-3	-7	3	8	2.0	-13	1
51	Cc1ccccc1C(=O)NC(=S)NCCC1=CCCCC1	-11	-14	.	11	3	-29	1.2	-7	5
52	CC[N+]1(CC)CC2=Cc3ccccc3CC2C1 (stereo not given)	20	4	2	6	11	0	-1.1	0	12
53	Cc1sc2nc(CN3CCC(C)CC3)nc(Cl)c2c1C	-12	6	-9	-3	5	14	0.3	7	3
54	CCOC(=O)N1CCN(C(=O)CSCc2nc(-c3ccccc3F)oc2C)CC1	7	-8	-11	4	2	-2	0.9	-17	1
55	O=C(NC1CCS(=O)(=O)C1)C1CCCCN1S(=O)(=O)c1ccc(Cl)cc1 (stereo not given)	14	24	-18	-1	3	18	0.2	4	-1
56	COc1cc(OC)cc(OCC(O)Cn2ccnc2C)c1 (stereo not given)	-6	4	-13	0	5	-7	1.0	-3	0
57	COC(=O)c1c(-c2ccc(C)cc2)csc1NC(=S)NC(=O)c1cc(OC)cc(OC)c1	1	11	-31	-2	4	7	-0.1	-16	-2
58	N#Cc1c(-c2ccccc2)cc(-c2ccco2)c(C#N)c1N	33	2	-54	4	1	6	1.0	-3	-1
59	O=C(Nc1ccc(Cl)cc1)C1c2cccc[n+]2CC(=O)N1Cc1ccc2c(c1)OCO2 (stereo not given)	8	-1	-10	0	8	3	0.1	9	-1
60	CCCC(=O)NC(=S)Nc1ccccc1F	-11	4	-14	1	7	2	0.6	-8	-1
61	COc1cc(C2N3CC4(C)CN2CC(C)(C3)C4)ccc1O (stereo not given)	22	18	9	2	6	-19	0.6	-22	0
62	COC(=O)C1C(=O)OC(C)(C)C1C(C)C(=O)c1ccc(C)cc1C (stereo not given)	5	-7	-1	0	4	6	2.5	-21	-3
63	CN(C)CC1CCCCC1C1(O)c2ccccc2CSc2sccc21 (stereo not given)	25	-30	-13	1	0	0	-1.7	-4	-3
64	O=C(c1cccc(Br)c1)N1CCN(C(=O)N2CCOCC2)CC1	4	4	-11	3	-3	13	-3.6	-17	-1
65	COc1cc(C2C(C#N)=C(N)Oc3n[nH]c(C)c32)ccc1OC(=O)c1ccccc1 (stereo not given)	24	-3	-44	-7	2	-7	1.1	-15	1
66	Cc1cc(OCC(O)CNC(C)(C)C)ccc1Cl (stereo not given)	27	110*	-6	-14	7	102*	-0.2	-15	0
67	Cc1ccc(C)c(-n2c(Cc3cc(=O)[nH]c(=O)[nH]3)nnc2SC(C)C)c1	30	-3	-2	3	11	-10	-0.8	-4	4
68	Cc1ccc(NC(=O)O/N=C2\CCCCC2c2ccc([N+](=O)[O-])cc2[N+](=O)[O-])cc1 (stereo not given)	9	-11	-2	12	1	-2	-1.1	-15	-2
69	Cc1ccccc1-n1cc(CNCc2c(C(=O)N(C)C)nc3ccc(Cl)cn23)cn1	16	-8	-6	1	1	-5	1.5	2	1
70	O=C(CSc1nnc(-c2cccs2)o1)N1CCCCC1	18	4	-6	5	6	-5	3.4	-23	-6
71	CCOC(=O)C(C)(C)Sc1ncnc2nc[nH]c12	24	-20	-13	0	18	-3	0.4	10	6
72	Cc1cccc(N(CC(=O)NCc2ccc3c(c2)OCO3)C(=O)CCC(=O)Nc2ccccn2)c1C	47	6	-5	3	3	-6	-2.4	-1	0
73	COc1ccc2cc1Oc1ccc(cc1)CC1c3c(cc(OC)c4c3Oc3cc5c(cc3O4)CCNC5C2)CCN1C (stereo not given)	-5	9	16	.	1	27	-2.2	12	-1
74	COC(=O)C1=C(C)N(c2cccc(OC)c2)C(=O)/C1=C\c1ccco1	-35	1	-4	3	4	1	1.4	-31	0
75	O=C1NN(c2ccccc2)C(=O)/C1=C\c1cccc(OC(=O)c2cccs2)c1	8	12	-8	4	1	1	-4.4	-17	-1
76	CCCCn1c(SCC(=O)N2CC(=O)Nc3ccccc32)nnc1-c1ccoc1C	-10	2	-10	7	5	3	-2.5	0	4

# Source: PubChem (several laboratories)
